High-throughput results from PubChem BioAssay.
SRC2 inh = human SRC2 (NCOA2) inhibition | inhibition, % at 9 µM | hit rate 0.17% among 370,000 | Q15596 | HEK293 GAL4-SRC2 luciferase reporter, luminescence;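 active means inhibition above the mean inhibition of all tested compounds plus 3 SD, set per campaign, cut at about 52% in these data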;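 further: 0% = DMSO treated cells and 100% = cells given Gossypol at 36 µM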
NOD2-RIPK2 inh = NOD2-RIPK2 protein interaction inhibition; CHO BLA complementation NOD2-RIPK2, CCF4 ratio; inhibition, % at 4.98 µM; hit rate 0.38% among 360,000; AID 624267; in the data active means inhibition above about 21%;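 further: 0% = vehicle only and 100% = reference blocker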
SRC3 inh = human NCOA3 inhibition; inhibition, % at 3.6 µM; hit rate 0.17% among 360,000; HEK293 GAL4-SRC3 luciferase reporter, luminescence;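 active means inhibition above a per-campaign cutoff, the mean of all compounds plus 3 SD, cut at about 60% in these data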;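 further: 0% = DMSO-treated cells and 100% = gossypol-treated cells at 36 µM; higher means less SRC3-driven luciferase light from the GAL4 reporter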
TLR9-MyD88 inh = inhibitors of human TLR9-MyD88 binding | hit rate 0.21% among 340,000 | CHO BLA complementation TLR9-MyD88, CCF4 FRET ratio | inhibition, % at 4.98 µM | Q9NR96+Q99836;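 active means inhibition above the mean over all tested compounds plus 3 SD, cut at about 21% in these data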;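 further: 0% = DMSO only wells and 100% = clavulanate BLA inhibitor control wells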
TROY NFkB inh = TROY signaling inhibition | Q293 LMP1-TROYcd NF-kB luciferase reporter, 4 h | inhibition, % at 10 µM | hit rate 0.98% among 360,000 | AID 1347056;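 active means compounds whose plate-normalised and pattern-corrected inhibition of the luciferase reporter signal at the single screening dose is 50% or more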
NR2F2 inh = NR2F2 (human) inhibition, primary screen; P24468; hit rate 0.7% among 370,000; HEK293T NGFI-A luciferase reporter, luminescence; inhibition, % at 8.6 µM;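 active means inhibition above a per-plate cutoff, mean inhibition of test wells between control levels plus 3 SD, cut at about 38% in these data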;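 further: cells cotransfected with COUP-TFII expression vector driving the NGFI-A reporter; 0% = median of COUP-TF2 test wells and 100% = reporter-only cells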
EBV LMP1 NFkB = Epstein-Barr LMP1 NF-kappaB reporter inhibition; AID 504558; hit rate 0.69% among 350,000; LMP1-induced NF-kappaB luciferase reporter cells, luminescence; inhibition, % at 12.5 µM; in the data active means inhibition above about 41%; inconclusive means no clear call, values can overlap the other calls;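 further: 0% = neutral control wells and 100% = reference inhibitor control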
TRAIL sens C8 = sensitizes caspase-8 expressing cells to TRAIL; NB7+C8 cells + TRAIL, ATPlite viability luminescence; inhibition (viability loss, TRAIL sensitization), % at 10 µM; hit rate 1% among 360,000; AID 624354;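 active means compounds causing at least 50% loss of cell viability in the single-dose screen, relative to plate controls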
TWEAK-Fn14 inh = TWEAK-Fn14 signaling inhibition | TWEAK-stimulated Fn14 reporter cells, luciferase luminescence, 8 h | inhibition, % at 10 µM | hit rate 2% among 360,000 | AID 1159606; in the data active means inhibition above about 50%
NR5A2 inv ag = inverse agonists of human LRH-1 (NR5A2); HEK293T StAR-luciferase reporter, LRH-1 transfected, 24 h; hit rate 0.13% among 360,000; O00482; inhibition, % at 3.6 µM; AID 602396;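 active means inhibition above the mean inhibition of all tested compounds plus 3 SD, cut at about 73% in these data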;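 further: 0% = DMSO wells and 100% = reporter-only cells lacking LRH-1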
SRC1 inh = inhibits human SRC1 coactivator | Q15788 | HEK293 GAL4-SRC1 luciferase reporter, luminescence | inhibition, % at 3.6 µM | hit rate 0.12% among 360,000 | AID 588354;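 active means inhibition above the campaign mean plus 3 SD, with each screening campaign given its own cutoff, cut at about 60% in these data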;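 further: 0% = DMSO treated cells and 100% = gossypol at 36 µM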
Target sequence (Q15788 whole entry, looked up, the tested form may be a part): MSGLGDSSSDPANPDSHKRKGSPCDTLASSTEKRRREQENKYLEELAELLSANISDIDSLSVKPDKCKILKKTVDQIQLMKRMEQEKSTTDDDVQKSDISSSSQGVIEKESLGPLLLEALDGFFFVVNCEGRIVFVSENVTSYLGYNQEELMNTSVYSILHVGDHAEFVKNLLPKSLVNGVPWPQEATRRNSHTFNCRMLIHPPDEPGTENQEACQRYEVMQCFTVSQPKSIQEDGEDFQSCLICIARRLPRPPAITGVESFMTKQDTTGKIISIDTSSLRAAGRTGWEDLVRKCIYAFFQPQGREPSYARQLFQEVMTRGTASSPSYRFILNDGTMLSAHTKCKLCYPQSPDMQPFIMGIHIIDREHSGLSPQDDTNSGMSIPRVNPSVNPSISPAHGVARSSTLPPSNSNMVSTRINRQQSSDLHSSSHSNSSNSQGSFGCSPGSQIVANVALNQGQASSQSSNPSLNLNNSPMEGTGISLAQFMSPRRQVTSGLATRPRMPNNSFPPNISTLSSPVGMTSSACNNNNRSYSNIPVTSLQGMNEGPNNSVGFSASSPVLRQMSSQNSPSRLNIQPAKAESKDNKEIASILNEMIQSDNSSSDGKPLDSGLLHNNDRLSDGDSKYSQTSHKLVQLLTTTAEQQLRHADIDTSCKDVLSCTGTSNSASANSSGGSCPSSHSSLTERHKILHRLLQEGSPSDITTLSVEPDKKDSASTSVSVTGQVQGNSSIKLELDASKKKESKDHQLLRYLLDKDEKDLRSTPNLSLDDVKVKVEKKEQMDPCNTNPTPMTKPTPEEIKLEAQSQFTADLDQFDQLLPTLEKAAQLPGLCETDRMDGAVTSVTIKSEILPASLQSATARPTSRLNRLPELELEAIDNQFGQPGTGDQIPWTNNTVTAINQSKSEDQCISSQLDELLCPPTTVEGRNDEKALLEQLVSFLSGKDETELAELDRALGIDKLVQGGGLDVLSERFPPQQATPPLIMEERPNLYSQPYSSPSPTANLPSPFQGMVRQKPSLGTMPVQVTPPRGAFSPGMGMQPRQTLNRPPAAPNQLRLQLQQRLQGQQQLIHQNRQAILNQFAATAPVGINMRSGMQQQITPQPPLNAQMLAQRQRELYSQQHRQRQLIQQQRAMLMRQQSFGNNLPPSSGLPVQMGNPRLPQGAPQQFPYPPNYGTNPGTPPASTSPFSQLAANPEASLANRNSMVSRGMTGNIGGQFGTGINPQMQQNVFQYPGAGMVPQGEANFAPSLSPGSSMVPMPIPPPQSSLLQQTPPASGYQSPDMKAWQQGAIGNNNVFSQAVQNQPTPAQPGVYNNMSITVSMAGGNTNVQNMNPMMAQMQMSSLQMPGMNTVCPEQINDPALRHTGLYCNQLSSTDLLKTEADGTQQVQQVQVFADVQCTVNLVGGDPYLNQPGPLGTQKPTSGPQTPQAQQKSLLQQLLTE
Active calls of the source: *; ? = inconclusive; . = not tested or not shown; & = joins results of further samples.

SMILES	SRC2 inh	NOD2-RIPK2 inh	SRC3 inh	TLR9-MyD88 inh	TROY NFkB inh	NR2F2 inh	EBV LMP1 NFkB	TRAIL sens C8	TWEAK-Fn14 inh	NR5A2 inv ag	SRC1 inh
CCCCn1c(N)c(N(CCOC)C(=O)c2cccc(S(=O)(=O)N(C)c3ccccc3)c2)c(=O)[nH]c1=O	6	-7	5	-3	8	7	-2	-1	-2	21	-12
O=C(Nc1cc(Br)c(O)c(Br)c1)c1cccc(NC(=O)c2ccco2)c1	2	3	-3	1	-11	-12	3	-17	-2	2	-14
O=[N+]([O-])c1ccc(COc2ccc(CN3CCCCC3)cc2)cc1	-13	-13	-44	0	-53	-47	-12	7	4	-67	-41
CCS(=O)(=O)c1ncc(CO)n1CCc1ccccc1	24	11	-9	2	-1	18	0	2	0	4	-14
CC(CO)NS(=O)(=O)c1ccc(Br)cc1F (configuration not stated)	-65	-2	-5	-5	-14	5	-7	-2	6	19	0
CCCc1nnc(NC(=O)CNc2ccc(F)cc2)s1	-17	-5	2	-6	.	-7	8	7	81*	-17	-2
O=C(CBr)Nc1c2c(nn1-c1ccccc1)CSC2	-12	3	-10	12	-13	-9	-4	1	-3	14	14
Cc1ccc2c(CC(=O)N3CCN(c4ccccc4)CC3)coc2c1	10	2	-1	-4	-10	-1	-5	-7	26	-18	1
O=S(=O)(c1ccccc1F)N1CCN(Cc2cc3c(cc2Br)OCCO3)CC1	20	4	-21	-8	-2	18	4	-4	-22	12	-3
COCCN(C(=O)COC(=O)COc1ccc2ccccc2c1)c1c(N)n(Cc2ccccc2)c(=O)[nH]c1=O	9	-5	12	0	-2	14	-7	4	-10	19	-2
OCC1(Cc2ccccc2Cl)CCN(C/C=C/c2ccccc2)CC1	-44	13	-5	3	7	22	-6	-27	0	-3	15
CCOC(=O)N1CCN(C(=S)NC(=O)c2cncc(Br)c2)CC1	7	1	5	0	-4	0	5	-19	-9	-9	-16
COc1cc2cc(C(=O)N3CCc4ccccc4C3)[nH]c2cc1OC	-15	2	-6	1	-6	11	7	-20	-14	6	16
CC(C)c1nnc(NC(=O)c2cccnc2)s1	-34	-4	-29	2	-19	-10	-13	-3	5	-36	-27
CC1(C)C(=O)OC(C(=O)c2ccccc2)C(C)(C)C1=O (configuration not stated)	0	-1	13	-6	22	-1	4	8	-15	-4	0
c1ccc(CNc2nc(CN3CCOCC3)nc3scc(-c4ccccc4)c23)cc1	-7	-8	-5	2	-22	11	7	-2	-18	9	1
N#Cc1nc(-c2ccc(OCc3ccc(Cl)cc3)cc2)oc1N1CCC(C(N)=O)CC1	-13	5	25	1	-19	10	-1	-13	-12	8	-10
O=S(=O)(NCCc1csc(-c2cccnc2)n1)c1ccc2c(c1)OCCO2	16	-3	11	-5	5	-12	3	4	4	-13	7
O=[N+]([O-])C(/C=C(\Cl)[N+](=O)[O-])=C1N(Cc2ccc(Cl)nc2)CCN1Cc1ccc(Cl)nc1	16	3	2	-3	10	-6	-6	10	15	11	0
O=C(CO/N=C\c1ccccc1)Nc1ccccc1C(=O)N1CCOCC1	-2	-5	-9	-3	10	0	-4	6	-44	9	-10
CCOC(=O)C1CCN(C(=O)c2cc3c(=O)n4ccccc4nc3n2C)CC1	14	1	7	3	1	0	11	-5	-14	14	16
O=C(c1cc(=O)c2ccccc2o1)N1CCN(c2ccccc2)CC1	-10	7	-3	-4	-4	-2	5	-5	4	-3	-1
Cc1cc(C(=O)N2CCCc3ccccc32)ccc1[N+](=O)[O-]	-13	-4	-11	-4	12	12	2	-3	-4	-15	2
COc1ccc(/C=N/NC(=O)c2cc(C)oc2C)cc1OCc1ccccc1	-23	-1	-10	-8	5	-13	2	4	40	15	-14
COc1ccc(-n2c(SCC(=O)N/N=C(\C)c3cccnc3)nc3ccccc3c2=O)cc1	11	-13	2	.	-15	5	.	-3	-3	13	-3

Four entries from above, with values under each structure:
Results follow in this order: SRC2 inh	NOD2-RIPK2 inh	SRC3 inh	TLR9-MyD88 inh	TROY NFkB inh	NR2F2 inh	EBV LMP1 NFkB	TRAIL sens C8	TWEAK-Fn14 inh	NR5A2 inv ag	SRC1 inh
- O=C(CO/N=C\c1ccccc1)Nc1ccccc1C(=O)N1CCOCC1
 : -2	-5	-9	-3	10	0	-4	6	-44	9	-10
- CCOC(=O)C1CCN(C(=O)c2cc3c(=O)n4ccccc4nc3n2C)CC1
 : 14	1	7	3	1	0	11	-5	-14	14	16
- O=C(c1cc(=O)c2ccccc2o1)N1CCN(c2ccccc2)CC1
 : -10	7	-3	-4	-4	-2	5	-5	4	-3	-1
- Cc1cc(C(=O)N2CCCc3ccccc32)ccc1[N+](=O)[O-]
 : -13	-4	-11	-4	12	12	2	-3	-4	-15	2

Rewritten with each value named: 3 of the compounds above
> CC(CO)NS(=O)(=O)c1ccc(Br)cc1F (configuration not stated)
  SRC2 inh = -65	NOD2-RIPK2 inh = -2	SRC3 inh = -5	TLR9-MyD88 inh = -5	TROY NFkB inh = -14	NR2F2 inh = 5	EBV LMP1 NFkB = -7	TRAIL sens C8 = -2	TWEAK-Fn14 inh = 6	NR5A2 inv ag = 19	SRC1 inh = 0
> CCCc1nnc(NC(=O)CNc2ccc(F)cc2)s1
  SRC2 inh = -17	NOD2-RIPK2 inh = -5	SRC3 inh = 2	TLR9-MyD88 inh = -6	TROY NFkB inh = .	NR2F2 inh = -7	EBV LMP1 NFkB = 8	TRAIL sens C8 = 7	TWEAK-Fn14 inh = 81*	NR5A2 inv ag = -17	SRC1 inh = -2
> O=C(CBr)Nc1c2c(nn1-c1ccccc1)CSC2
  SRC2 inh = -12	NOD2-RIPK2 inh = 3	SRC3 inh = -10	TLR9-MyD88 inh = 12	TROY NFkB inh = -13	NR2F2 inh = -9	EBV LMP1 NFkB = -4	TRAIL sens C8 = 1	TWEAK-Fn14 inh = -3	NR5A2 inv ag = 14	SRC1 inh = 14

Other records.
SMILES	SRC2 inh	NOD2-RIPK2 inh	SRC3 inh	TLR9-MyD88 inh	TROY NFkB inh	NR2F2 inh	EBV LMP1 NFkB	TRAIL sens C8	TWEAK-Fn14 inh	NR5A2 inv ag	SRC1 inh
O=C(Nc1cccc(Cl)c1Cl)C1CCN(c2ncccn2)CC1	-6	-17	-9	-2	-3	1	16	3	19	-10	13
Cc1ccc(N(CC(=O)NCc2ccc3c(c2)OCO3)S(=O)(=O)c2c(C)noc2C)cc1	-38	-5	-7	0	2	9	-13	1	-1	14	-7
COc1ccc(C(=O)C2CCCN(Cc3nc4ccccc4nc3C)C2)cc1OC (configuration not stated)	4	1	12	-1	11	-3	3	1	1	14	-9
CC1(C)CC(=O)C2=C(C1)OC1=C(C(=O)CC(C)(C)C1)C2c1ccc(O)cc1O	-7	67*	13	15	82*	34	1	45	104*	39	14
O=S(=O)(c1ccccc1)c1nc(Cc2ccccc2)oc1N1CCOCC1	-14	-4	0	-10	-19	-17	6	5	3	13	5
CCOc1cc(/C=C2/C(=N)N3C(=NC2=O)SN=C3S(C)(=O)=O)ccc1OS(=O)(=O)c1ccccc1	.	-6	-18	-5	4	.	-4	-34	-10	5	3
CC(=O)Nc1cccc(NC(=O)C(C)N2c3cccc4cccc(c34)S2(=O)=O)c1 (configuration not stated)	-17	13	19	8	9	7	1	5	-2	12	11
c1ccc(C2c3[nH]c4ccccc4c3CCN2Cc2cccn2-c2ccccn2)nc1 (configuration not stated)	4	-6	13	16	-54	20	?	2	-9	9	-2
COc1ccc(NC(=S)Nn2cnnc2)c(OC)c1	-4	-14	-6	5	2	1	-6	-6	4	4	3
O=C(O)CN1CCN(CC(=O)O)CCN(CC(=O)O)CCN(CC(=O)O)CC1	-7	-8	15	3	7	-4	4	-5	3	-1	9
N#Cc1ccccc1CSc1nc2ncc(Br)cc2[nH]1	13&-3	-9&4	-6&-1	-2	-21&-23	-26&13	4	-3&-3	-19&-3	6&12	-5&8
Cc1ccc(NC(=S)/C(=C(\[O-])c2ccc(Cl)s2)[n+]2cccc(CO)c2)cc1C	-1	-7	-11	-5	5	-46	-2	2	9	-27	-65
O=C(COC(=O)c1ccc(S(=O)(=O)NCc2ccco2)cc1)NC1CCCCCC1	-12	6	-21	-9	20	-7	-34	4	8	1	3
O=C(COC(=O)c1cccs1)Nc1cccc(Cl)c1	24	8	22	-2	-42	4	4	-3	-15	-8	2
O=[N+]([O-])c1ccc(/C=N/NC(=S)Nc2ccccc2C(F)(F)F)o1	1	-7	13	1	-1	-7	16	-6	-14	30	-6
Cc1ccc(-c2nnn(CC(=O)N(CC(=O)NC3CCCC3)c3ccc(F)c(Cl)c3)n2)o1	-2	5	-13	0	-9	7	8	-8	14	-7	-4
Cc1cc(CSc2ccccc2)ccc1NC(=O)c1ccc(Br)cc1	18	-12	14	-4	-9	1	1	7	5	27	-7
CCOC(=O)c1c(NC(=O)CSc2n[nH]c(N)n2)sc(CC)c1C	22	-2	10	-1	34	-1	-3	-4	-6	-8	14
COc1cc(C2C3=C(CCCC3=O)Nc3[nH]n(-c4ccccc4)c(=O)c32)cc(OC)c1OC (configuration not stated)	23	-5	20	3	-7	14	-1	6	0	26	7
CSc1ccc(CN(C)C(=O)CN2C(=O)NC3(CCCC3)C2=O)cc1	-9	-7	21	0	-20	5	1	-24	8	8	-12
CCCN1C(=O)C(NC(C)=O)c2ccccc21 (configuration not stated)	-18	-1	13	-2	-21	1	-12	12	6	2	-7
COc1ccc(S(=O)(=O)N2CCCCC2)cc1NC(=O)Cn1cnc2ccccc2c1=O	23	1	-51	5	-2	4	-6	1	-12	3	16
CC(Sc1nnc(-c2ccc(Cl)cc2)n1C)C(N)=O (configuration not stated)	-2	-1	0	-5	18	-11	-12	-7	-16	11	-27
c1ccc(-c2csc(-n3cnnn3)n2)cc1	-1	7	-8	-6	-18	3	-5	16	23	-3	-1
O=C(Nc1cccc(Cl)c1)N1CCSc2cc(Cl)ccc21	4	-3	0	-7	-24	23	0	12	5	-3	10
COc1ccc(/C=C2\CN(Cc3ccccc3)C/C(=C\c3ccc(OC)c(O)c3)C2=O)cc1O	52*	26*	43	10	5	4	86*	-12	2	16	33
COC(=O)c1ccc(NC(=O)c2cc[n+](Cc3ccccc3)cc2)cc1	-4	-9	17	0	16	-20	2	1	1	-2	15
CCOC(=O)c1ccc(NC(=O)NNS(=O)(=O)c2cc(OC)ccc2OC)cc1	-5	-6	8	-10	-9	-4	-9	6	-18	15	-32

A portion of the library; count on the stated rates, not on these rows.
